LYP inhibition: inhibitors of LYP phosphatase, biochemical, fluorescence intensity, uHTS (AID 1779); recombinant LYP phosphatase, fluorescence intensity; higher % means a stronger effect; inhibition, % at 11.5 µM; hits with a dose series show IC50 in µM; 290,000 tested, 0.054% active; in the data active = inhibition above about 50%;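 note: plate controls were vehicle with enzyme for no effect and no enzyme for full effect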
HIV fusion peptide: cell-free HIV fusion peptide-binding blockers – biochemical, uHTS, fluorescence dequenching, primary screen (AID 1986); 290,000 tested, 0.3% active; cell-free peptide binding, fluorescence dequenching, 30 min; higher % means a stronger effect; inhibition, % at 20 µM, or IC50 in µM where a hit was titrated; in the data active = inhibition mostly above about 52%, no sharp cut-off; inactive = mostly below about 76%; note: some results filed as inactive read as strong as hits
MgcRacGAP inhibition: MgcRacGAP GTPase-activating activity inhibitors, confirmation, biochemical, ADP Hunter fluorescence. MgcRacGAP-stimulated Rac1 GTP hydrolysis, ADP Hunter fluorescence; higher % means a stronger effect; GST-tagged Rac1 F28L mutant substrate. inhibition, % at 30 µM; hits with a dose series show IC50 in µM. 340,000 tested, 0.6% active. AID 624330;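 active = first-screen hits whose inhibition reached a set limit at any dose in the follow-up dose series; inconclusive = inhibition above the set first-screen limit but never retested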;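 note: fluorescence reports GDP produced by GAP-driven GTP hydrolysis; strong numbers were not always called active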
Dengue-2 NS5 capping: Dengue-2 NS5 methyltransferase inhibitors, primary screen, biochemical, confirmation dose response (AID 588689); 340,000 tested, 0.3% active; Dengue-2 NS5 methyltransferase capping enzyme assay, biochemical; higher % means a stronger effect; inhibition, % at 25 µM, or IC50 in µM where a hit was titrated; in the data active = a potency from the dose series; inconclusive = inhibition above about 29% without an active follow-up result
AID2073: inhibitors of Mint1-CaV2.2 protein interaction, biochemical, HTRF (AID 2073). HTRF protein-protein interaction, Mint1-CaV2.2; higher % means a stronger effect. inhibition, % at 20 µM; hits with a dose series show IC50 in µM. 290,000 tested, 0.19% active; in the data active = inhibition mostly above about 51%, no sharp cut-off; inconclusive = no clear call, values can overlap the other calls; inactive = mostly below about 53%; note: some results filed as inactive read as strong as hits
RSV CPE inhibition: inhibition of RSV-induced cytopathic effect – HEp-2 cells, primary 10 µM value included (AID 2391); HEp-2 cells, RSV-induced CPE inhibition; higher % means a stronger effect; CPE inhibition, % at 10 µM, or IC50 in µM where a hit was titrated; 310,000 tested, 0.13% active; in the data active = a potency from the dose series; inconclusive = CPE inhibition mostly from about 23% at the one dose, without a potency; inactive = the rest, 99 in 100 with CPE inhibition below about 21%; note: strong numbers were not always called active
SV40 large T antigen: SV40 large T antigen inhibitors, biochemical (AID 1903); 310,000 tested, 0.39% active; SV40 large T antigen ATPase/helicase inhibition assay; higher % means a stronger effect; inhibition, % at 20 µM, or IC50 in µM where a hit was titrated; in the data active = a potency from the dose series; inconclusive = inhibition mostly from about 32% at the one dose, without a potency; inactive = the rest, 99 in 100 with inhibition below about 32%; note: strong numbers were not always called active
XIAP antagonists: small molecules displacing peptide from XIAP – biochemical, IAP family, fluorescence polarization (AID 1018). displacement, % at 20 µM, or IC50 in µM where a hit was titrated. XIAP BIR domain, fluorescence polarization peptide displacement; higher % means a stronger effect. 200,000 tested, 0.007% active; in the data active = displacement above about 50%; note: a part of the inactive calls stands beside numbers as strong as those of hits
Siah-1 displacement: blockers of Siah-1 interaction with plectin peptide – biochemical, fluorescence polarization, rhodamine-plectin, uHTS, primary screen (AID 1817). Siah-1 / rhodamine-plectin peptide fluorescence polarization; higher % means a stronger effect. displacement, % at 20 µM, or IC50 in µM where a hit was titrated. 290,000 tested, 0.02% active;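 active = displacement of at least 50% at 20 µM, with a fluorescence ratio check between 0.3 and a set limit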;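 note: plate controls were Siah plus tracer with DMSO for no effect and tracer alone without Siah for full effect; strong numbers were not always called active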
The depositor's hits bear a star; ? = inconclusive; · = not tested or not shown; & = joins results of further samples. This is a random part of the collection, and some 1.7% of all compounds hit somewhere here.

SMILES	LYP inhibition	HIV fusion peptide	MgcRacGAP inhibition	Dengue-2 NS5 capping	AID2073	RSV CPE inhibition	SV40 large T antigen	XIAP antagonists	Siah-1 displacement
CC(C)CC(NC(=O)C1CCC(C)CC1)C(=O)NCc1ccco1 (configuration not stated)	1%	0.4%	13%	-14%	-8%	0.6%	13%	-5.5%	1%
Cc1ccc(C(=O)N2CCC(C)CC2)cc1NC1=NC2CS(=O)(=O)CC2S1 (configuration not stated)	-12%	-0.9%	8%	-2%	-3%	-0.4%	·	·	1%
CCOc1ccccc1NS(=O)(=O)c1ccc(OC)c(OC)c1	3%	0.9%	7%	-8%	-5%	1.8%	0%	-7.9%	1%
COc1ccc(NC(=O)/C(C#N)=C/c2ccc(Br)o2)cc1	0%	6.1%	8%	0%	31%	4.0%	4%	-3.9%	11%
CC(C)C(=O)NNc1nc2ccccc2s1	-5%	3.4%	1%	0%	0%	0.6%	6%	-2.4%	12%
Cc1[nH]c2ccccc2c1C(=O)CN1CCCCC1C (configuration not stated)	-4%	-3.6%	4%	-4%	13%	1.1%	10%	-7.9%	-7%
CC(C)CNC(=O)CC1Nc2ccccc2NC1=O (configuration not stated)	-8%	-0.3%	2%	-1%	-2%	3.9%	27%	-1.2%	12%
COc1ccc2sc(SCCCS(=O)(=O)O)[n+](CCCS(=O)(=O)[O-])c2c1	-8%	1.0%	5%	10%	-2%	2.9%	-1%	-5.2%	-6%
CCOC(=O)c1ccc(NC(=O)C2(c3ccc(OC)cc3)CCOCC2)cc1	-4%	-2.3%	16%	-1%	-11%	8.4%	4%	-3.6%	4%
CCO[C@H]1OC(C(=O)NC2CC2)=C[C@@H](c2ccc(Br)cc2)[C@@H]1CCCO	-3%	0.2%	4%	-7%	-5%	2.3%	3%	-3.1%	1%
CC[n+]1c(C)cc2c(sc3ccccc32)c1C	-4%	-2.4%	10%	-5%	39%	·	4%	-6.5%	4%
CNC(=O)c1ccsc1NC(=O)c1ccc(S(=O)(=O)N2CCOCC2)cc1	0%	-1.5%	5%	-14%	4%	5.8%	3%	-4.8%	0%
N#Cc1c(-c2ccco2)cc(-c2ccccn2)nc1N	-11%	26%	19%	-1%	55%	0.0%	20%	-0.6%	43%
CC1CCCN(CCSc2ccc(Cl)cc2)C1 (configuration not stated)	-7%	-0.6%	24%	-4%	-2%	1.4%	20%	1.9%	12%
Nn1c(SC/C=C/c2ccccc2)nnc1-c1ccccn1	2%	1.7%	2%	-7%	-4%	3.5%	11%	-5.7%	-2%
O=C(Cc1ccccc1)NNc1c2ccccc2nc2ccccc12	-8%	-4.0%	-21%	-2%	-16%	?	11%	-2.5%	-2%
O=[N+]([O-])c1cc(Oc2cccnc2)cc([N+](=O)[O-])c1	-16%	-0.3%	8%	-3%	-2%	4.3%	5%	-11%	-8%
O=C(NC(=S)Nc1cccc2ncccc12)c1cccs1	-4%	-2.5%	10%	-12%	4%	2.0%	12%	-11%	-8%
COc1cc(N=Nc2c(C)n(C)n(-c3ccccc3)c2=O)ccc1N	-4%	1.4%	43µM*	2%	-21%	2.6%	?	-5.5%	-2%
COc1ccc(CNC(=O)C(CCSC)NS(=O)(=O)c2ccccc2F)cc1 (configuration not stated)	-9%	-1.0%	5%	-12%	-12%	1.6%	12%	-3.0%	0%
NC(=S)Nc1ccc(F)cc1F	-9%	-0.9%	8%	2%	-14%	0.3%	8%	·	1%
COC(=O)CN1C(=O)N/C(=C/c2cc(Cl)c(OC)c(OC)c2)C1=O	2%	3.4%	7%	-1%	3%	2.2%	22%	-4.9%	3%
COc1ccc(NC(=O)CN(C)CC(=O)NCC(=O)Nc2ccc(F)cc2)cc1	·	·	10%	-7%	·	3.7%	4%	·	·
O=[N+]([O-])c1c(NCCCO)cc(Sc2ccc(Cl)cc2)c2nonc12	-4%	6.3%	9%	21%	-46%	7.0%	9%	-5.2%	-1%
O=C(N/N=C/c1cccnc1)c1ccc(Cn2cc([N+](=O)[O-])cn2)o1	2%	-1.0%	3%	1%	-7%	1.9%	10%	-2.0%	4%

(cont.)
SMILES	LYP inhibition	HIV fusion peptide	MgcRacGAP inhibition	Dengue-2 NS5 capping	AID2073	RSV CPE inhibition	SV40 large T antigen	XIAP antagonists	Siah-1 displacement
CCN(CC)C(=O)Cn1cnc2c1c(=O)n(C)c(=O)n2C	-4%	0.8%	5%	-3%	4%	2.8%	-1%	-8.8%	6%
CCc1cc(=O)oc2c3c(cc(OCC(=O)NCCCOC)c12)OC(C)(C)CC3	-17%	-1.0%	13%	-3%	26%	4.4%	5%	·	4%
Clc1ccc2oc(-c3ccccn3)nc2c1	-5%	5.7%	5%	-6%	4%	1.6%	-2%	44%	0%
CNC(=S)N(Cc1ccco1)Cc1cc2cc(OC)c(OC)cc2[nH]c1=O	-9%	0.7%	6%	-6%	-16%	11%	9%	-5.6%	-2%
Cc1ccc(S(=O)(=O)N2CCOCC2)cc1NC(=O)COC(=O)c1cccnc1Cl	-3%	-0.4%	-2%	-7%	4%	4.6%	12%	-5.0%	5%
Cc1ccc(-n2c(CNc3ccc(F)cc3)nnc2SCC(N)=O)cc1	1%	-0.4%	-8%	7%	-6%	0.3%	14%	0.3%	4%
COc1cc(C(=O)Nc2ccc3nc4n(c(=O)c3c2)CCCCC4)cc(OC)c1OC	-7%	1.0%	10%	-11%	1%	8.2%	10%	·	13%
COc1ccc(NC(=O)CN(C)C(=O)CN2C(=O)C3CCCCC3C2=O)cc1 (configuration not stated)	·	·	7%	-1%	·	-2.5%	7%	·	·
COc1cccc(CN2CCNC(=O)C2CC(=O)N(C)CCC2CCOCC2)c1OC (configuration not stated)	-7%	0.3%	0%	13%	24%	0.7%	11%	·	1%
Brc1ccc(-c2nc(-c3ccncc3)no2)cc1	-9%	-0.5%	7%	1%	-18%	?	9%	·	2%
CCOc1ccc(C(C)=O)cc1CSc1nnc(-c2ccoc2C)n1N	-5%	-1.2%	7%	-3%	13%	2.4%	10%	-2.7%	-5%
COc1cc(CNCCN2CCOCC2)ccc1OCc1ccc(Cl)cc1Cl	-2%	16%	11%	-3%	-2%	-3.6%	29%	-1.0%	19%
O=C(Nc1ccc(SC(F)F)cc1)C1CC(=O)N(Cc2ccccc2)C1 (configuration not stated)	-4%	-1.0%	6%	0%	1%	3.7%	-3%	·	-1%
CCOCCCNC(=O)C1(O)c2cc(Br)ccc2NC(=O)N1c1ccc(OCC)cc1 (configuration not stated)	-9%	1.6%	10%	-2%	0%	0.8%	5%	·	3%
Cc1oc(-c2ccccc2)cc1C(=O)Nc1ccccc1	-2%	1.1%	19%	-8%	4%	3.0%	4%	-3.2%	0%
Cc1ccc(-c2nnc(SCC#CCOC(=O)c3ccco3)o2)cc1	2%	-1.7%	4%	-7%	0%	-0.3%	16%	-1.9%	4%
COCc1cc(=O)n2[nH]c(N)nc2n1	-6%	-1.3%	-10%	-5%	11%	2.4%	25%	·	5%
Cc1ccc(-c2nnn(CC(=O)N(Cc3cccs3)C(C(=O)NC3CCCC3)c3ccco3)n2)o1 (configuration not stated)	3%	-1.1%	-7%	-2%	20%	0.8%	8%	1.4%	-3%
COc1ccc(CCNC(=O)c2ccc(Cl)cc2Cl)cc1OC	-10%	0.4%	-2%	-12%	9%	0.3%	4%	-9.4%	2%
O=C(Nc1cccc(Cl)c1)c1cccc(N2C(=O)C3CC=CCC3C2=O)c1 (configuration not stated)	-1%	2.8%	9%	2%	45%	2.7%	18%	·	40%
COC(=O)c1[nH]c2cccc(C)c2c1NC(=O)CN1CCCc2ccccc21	-1%	0.3%	2%	-3%	12%	6.8%	2%	-5.5%	4%
COc1cc(CN2CCN(C(=O)CC(C)C)CC2)cc(OC)c1O	-5%	1.0%	79µM*	-6%	-11%	1.6%	7%	-4.0%	2%
Cc1cccc(NC(=O)C(CC(C)C)NC(=O)C2CCC(C)CC2)n1 (configuration not stated)	-5%	1.3%	1%	5%	-10%	1.4%	-2%	-0.9%	10%
COc1ccccc1/C=C/C=N/NC(=O)Cc1cccn1C	5%	16%	0%	-5%	29%	0.4%	13%	-0.8%	31%
COc1ccccc1OCCCCn1ncc2ccc(OC)c(OC)c2c1=O	-5%	-1.0%	7%	-2%	3%	1.7%	-2%	·	0%
OCCNCCOc1ccccc1F	-4%	-1.3%	9%	-12%	0%	-0.2%	10%	-4.3%	10%
O=c1c(O)cccc2cc(O)c(O)c(O)c12	-4%	50%	-77%	12µM*	49%	0.2%	8%	·	61%
COc1ccc(N(CC(=O)N/N=C/c2ccc(C(=O)O)cc2)S(=O)(=O)c2ccc(NC(C)=O)cc2)cc1	-3%	-0.5%	6%	-6%	11%	-0.2%	1%	·	-3%
O=C(c1cccc(S(=O)(=O)N2CCOCC2)c1)N(Cc1nnc(-c2ccccc2Cl)o1)C1CC1	·	·	2%	-1%	·	1.3%	8%	·	·
Cc1ccc(Cl)cc1N1CCN(C(=O)C2CCCN(S(=O)(=O)c3cnc[nH]3)C2)CC1 (configuration not stated)	-4%	0.4%	12%	1%	3%	6.2%	11%&7%	-4.9%	-2%

Eight of these compounds in another layout.
Below each compound: LYP inhibition | HIV fusion peptide | MgcRacGAP inhibition | Dengue-2 NS5 capping | AID2073 | RSV CPE inhibition | SV40 large T antigen | XIAP antagonists | Siah-1 displacement
> Cc1oc(-c2ccccc2)cc1C(=O)Nc1ccccc1
  -2% | 1.1% | 19% | -8% | 4% | 3.0% | 4% | -3.2% | 0%
> Cc1ccc(-c2nnc(SCC#CCOC(=O)c3ccco3)o2)cc1
  2% | -1.7% | 4% | -7% | 0% | -0.3% | 16% | -1.9% | 4%
> COCc1cc(=O)n2[nH]c(N)nc2n1
  -6% | -1.3% | -10% | -5% | 11% | 2.4% | 25% | · | 5%
> Cc1ccc(-c2nnn(CC(=O)N(Cc3cccs3)C(C(=O)NC3CCCC3)c3ccco3)n2)o1 (configuration not stated)
  3% | -1.1% | -7% | -2% | 20% | 0.8% | 8% | 1.4% | -3%
> COc1ccc(CCNC(=O)c2ccc(Cl)cc2Cl)cc1OC
  -10% | 0.4% | -2% | -12% | 9% | 0.3% | 4% | -9.4% | 2%
> O=C(Nc1cccc(Cl)c1)c1cccc(N2C(=O)C3CC=CCC3C2=O)c1 (configuration not stated)
  -1% | 2.8% | 9% | 2% | 45% | 2.7% | 18% | · | 40%
> COC(=O)c1[nH]c2cccc(C)c2c1NC(=O)CN1CCCc2ccccc21
  -1% | 0.3% | 2% | -3% | 12% | 6.8% | 2% | -5.5% | 4%
> COc1cc(CN2CCN(C(=O)CC(C)C)CC2)cc(OC)c1O
  -5% | 1.0% | 79µM* | -6% | -11% | 1.6% | 7% | -4.0% | 2%

Assay outcomes from PubChem BioAssay.
